HTRA1 inh: blocks human HTRA1 serine peptidase; recombinant HTRA1, FP-rhodamine activity-based probe, fluorescence polarization; inhibition, % at 5.96 µM; 340,000 compounds, 0.5% hits; AID 504803; in the data active = inhibition above about 36%;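 note: 0% = enzyme with DMSO and 100% = wells lacking enzyme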
Target sequence (Q92743 whole entry, looked up): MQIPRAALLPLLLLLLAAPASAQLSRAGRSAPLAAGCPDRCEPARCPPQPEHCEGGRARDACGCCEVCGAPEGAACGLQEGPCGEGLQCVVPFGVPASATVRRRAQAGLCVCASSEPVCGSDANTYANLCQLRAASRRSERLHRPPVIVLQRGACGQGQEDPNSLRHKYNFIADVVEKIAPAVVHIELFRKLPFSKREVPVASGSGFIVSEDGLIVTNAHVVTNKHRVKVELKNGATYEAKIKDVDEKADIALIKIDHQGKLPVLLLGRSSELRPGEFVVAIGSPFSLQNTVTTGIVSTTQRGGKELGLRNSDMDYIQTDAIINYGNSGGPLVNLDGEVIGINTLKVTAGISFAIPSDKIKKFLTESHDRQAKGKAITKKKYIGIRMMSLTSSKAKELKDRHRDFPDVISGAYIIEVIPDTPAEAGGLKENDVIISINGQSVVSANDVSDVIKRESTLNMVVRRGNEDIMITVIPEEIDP
LEDGF integ inh: blocks HIV-1 LEDGF/p75-dependent DNA integration | TR-FRET IN-LEDGF/p75 DNA integration, Eu/Cy5 | 370,000 compounds, 0.64% hits | inhibition, % at 3.7 µM;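 active = inhibition above the screen-wide mean plus 3 SD, cut at about 13% in these data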;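 note: signal is the Cy5 over europium emission ratio at 671 and 618 nm; 0% = plate median of compound wells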
UHRF1 binding: blocks human UHRF1 binding to methylated DNA. Q96T88. UHRF1 binding to methylated oligo, TR-FRET. inhibition, % at 4.4 µM. 370,000 compounds, 0.75% hits. AID 687016; in the data active = inhibition above about 21%;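 note: UHRF1 SRA domain binding a hemimethylated CpG hairpin DNA probe; 0% = median of test compound wells and 100% = reference inhibitor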
Tn7 DDE FP: disrupts Tn7 cyclic peptide binding to fibrin D-Dimer-E complex; P02675; FP displacement of FITC-Tn7 peptide from fibrin DD(E); 0% = median of compound wells per plate; inhibition, % at 8.3 µM; 370,000 compounds, 0.13% hits; AID 720508;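 active = inhibition above the mean of compounds falling within the control limits plus 3 SD of them, cut at about 14% in these data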;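 note: 0% = plate median of compound wells and 100% = 10 µM Aha-Tn7 peptide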
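Measure: % inhibition scaled between sample-field median and high-control FP; Test system: human fibrin DD(E); Quantity: 2 µM final DD(E) protein; Doses: one dose, 8.3 µM nominal; Schedule: compound with protein 10 min, then 3 h after probe, room temperature; Detection: fluorescence polarization; Medium: Tris buffer with calcium and detergent, pH 7.8.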
PG9 binder: binds the HIV-1 gp120 antibody PG9 | TR-FRET gp120-PG9 antibody binding | inhibition, % at 6.7 µM | 360,000 compounds, 0.43% hits | AID 624416; in the data active = inhibition above about 8.5%
ABHD4 inh: inhibits mouse alpha/beta hydrolase domain 4; inhibition, % at 8.92 µM; Q8VD66; 370,000 compounds, 0.54% hits; purified mABHD4, FP-Rh probe fluorescence polarization; AID 720543;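 active = inhibition exceeding the mean over every tested compound plus 3 SD, cut at about 30% in these data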;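 note: 0% = plate median of compound wells and 100% = S159A mutant with DMSO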
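Test system: mABHD4 protein | Buffer or medium: HEPES pH 7.0 buffer, 150 mM NaCl, 0.01% Pluronic F-127 | Probe or stimulus: FP-Rh fluorescent activity-based probe, added after compound pre-incubation | Timing: Pre-incubation 45 min, probe exposure 60 min, at 25 °C | Technique: Fluorescence polarization, excitation 525 nm, emission 598 nm, BODIPY TMR filters | Repeats: Single well per compound (singlicate)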
TDP2 inh: TDP2 (human) inhibition, absorbance primary screen; AID 720702; recombinant TDP2, T5PNP hydrolysis, p-nitrophenol absorbance 415 nm; inhibition, % at 12.8 µM; 370,000 compounds, 0.34% hits; O95551;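 active = inhibition above the mean of all tested compounds plus 3 SD, set per campaign, cut at about 25% in these data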;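 note: 0% = DMSO with enzyme and 100% = buffer with substrate but no TDP2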
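Incubation: 2 h at 37 °C; Test system: recombinant human TDP2; Quantity: enzyme 120 nM; Read-out basis: percent inhibition; Medium: 50 mM Tris-HCl pH 7.5 with Mg2+, KCl, DTT, BSA; Repeats: single replicate; Compound: 12.8 µM single point, 1% DMSO; Signal: epi absorbance; Reagent: 5 mM T5PNP chromogenic substrate; Benchmarks: no-enzyme high, DMSO-plus-enzyme low.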
PRMT1 FP inh: blocks human protein arginine methyltransferase 1. recombinant PRMT1, activity-based probe fluorescence polarization. inhibition, % at 2.79 µM. 370,000 compounds, 1.3% hits. Q99873;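 active = inhibition above about 21% made by adding two undisclosed values, limit read from the data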
TCR CD3 inh: inhibitors of human TCR-CD3 interaction | 360,000 compounds, 0.37% hits | AID 651800 | inhibition, % at 9.4 µM | TAMRA-labeled TCR probe fluorescence, biochemical; in the data active = inhibition above about 19%;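 note: recombinant mutant TCR 2C K166C tagged with TAMRA read by polarization; 0% = receptor in buffer alone and 100% = receptor with positive control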
SIAE primary: blocks human sialic acid acetylesterase; SIAE FP-Rh probe binding, fluorescence polarization; inhibition, % at 9.66 µM; 370,000 compounds, 0.69% hits; AID 1053197;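 active = inhibition above a cutoff: mean of compounds within the control limits plus 3 SD of those, cut at about 17% in these data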;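 note: 0% = plate median of compound wells and 100% = probe without SIAE protein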
Target sequence (Q9HAT2 whole entry, looked up): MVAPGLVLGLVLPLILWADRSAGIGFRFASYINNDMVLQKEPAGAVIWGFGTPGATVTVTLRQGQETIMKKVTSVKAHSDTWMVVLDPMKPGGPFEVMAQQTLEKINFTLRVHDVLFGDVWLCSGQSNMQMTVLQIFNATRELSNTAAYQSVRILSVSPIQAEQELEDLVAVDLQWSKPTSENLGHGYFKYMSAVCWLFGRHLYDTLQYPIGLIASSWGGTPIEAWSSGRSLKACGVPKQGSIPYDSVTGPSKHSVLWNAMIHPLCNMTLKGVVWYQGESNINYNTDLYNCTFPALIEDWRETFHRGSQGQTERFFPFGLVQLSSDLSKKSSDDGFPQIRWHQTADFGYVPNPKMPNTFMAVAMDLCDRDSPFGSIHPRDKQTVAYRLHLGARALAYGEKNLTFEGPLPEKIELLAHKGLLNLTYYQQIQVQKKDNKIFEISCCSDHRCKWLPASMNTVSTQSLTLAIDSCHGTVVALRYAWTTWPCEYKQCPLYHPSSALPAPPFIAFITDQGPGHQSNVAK
The depositor's hits bear a star; . = not tested or not shown. Random draw from the library. About 4.2% of those tested had a hit in this group.

SMILES	HTRA1 inh	LEDGF integ inh	UHRF1 binding	Tn7 DDE FP	PG9 binder	ABHD4 inh	TDP2 inh	PRMT1 FP inh	TCR CD3 inh	SIAE primary
Cc1cccc(NC(=S)N2CCC(c3nc4ccccc4s3)CC2)c1	-14	-2	-5	2	-2.2	-5	12	-2	-5	4
CCCCNc1ccc2c(c1)C1CC2CCN1C(=O)OCc1ccccc1 (centres undefined)	1	-5	1	1	0.1	5	3	6	-7	2
CCNc1cccc2c1C(=O)N(C)C2=O	-1	1	-9	7	-1.4	0	-2	44*	0	-1
Cc1ccc(C(=O)NCC(=O)N2CCN(c3ncccn3)CC2)s1	4	0	-2	-1	1.9	4	7	-2	-1	-1
Cc1[nH]c(=O)[nH]c(=O)c1CSCC(=O)OCC(=O)Nc1ccccn1	4	-2	-2	1	-0.9	6	13	4	0	8
C#CCN1CC(N(C)CCOC(=O)CSc2ccccc2)CS1(=O)=O (centres undefined)	.	-1	0	4	.	1	5	1	.	-3
CC(C)(C)c1csc(NC(=O)c2cccs2)n1	-5	1	0	2	-0.9	7	3	1	-1	-8
O=C(NCc1ccccn1)Nc1ccccc1	-1	-4	1	-4	2.8	-3	-7	4	1	-4
COc1ccc(CN(C)C(=O)C2CCCN(c3nc4ccccc4o3)C2)cc1 (centres undefined)	.	5	-5	1	.	1	0	-10	.	-2
CCOC(=O)c1c(C=O)c2sc(C)cc2n1C	-4	-4	1	-4	0.2	0	-6	5	2	0

Compounds from the list above with a thiophene ring, fused or not, in the order listed:
SMILES	HTRA1 inh	LEDGF integ inh	UHRF1 binding	Tn7 DDE FP	PG9 binder	ABHD4 inh	TDP2 inh	PRMT1 FP inh	TCR CD3 inh	SIAE primary
Cc1ccc(C(=O)NCC(=O)N2CCN(c3ncccn3)CC2)s1	4	0	-2	-1	1.9	4	7	-2	-1	-1
CC(C)(C)c1csc(NC(=O)c2cccs2)n1	-5	1	0	2	-0.9	7	3	1	-1	-8
CCOC(=O)c1c(C=O)c2sc(C)cc2n1C	-4	-4	1	-4	0.2	0	-6	5	2	0

Later entries:
SMILES	HTRA1 inh	LEDGF integ inh	UHRF1 binding	Tn7 DDE FP	PG9 binder	ABHD4 inh	TDP2 inh	PRMT1 FP inh	TCR CD3 inh	SIAE primary
COc1c(C)cc(C(O)c2ncc(-c3ccc4ccccc4c3)[nH]2)cc1C (centres undefined)	.	3	1	2	0.4	-1	2	-2	-2	6
Cc1ccc(C)n1-c1ccc(C(=O)NCc2ccncc2)cc1	-5	-2	-3	-1	-0.6	3	-6	-3	7	0
Cc1ccc(C)c(NC(=O)c2ccccc2NC(=O)C2CCCO2)c1 (centres undefined)	2	1	0	5	-0.1	2	3	4	6	-2
O=C(COC(=O)c1ccc(Cl)s1)c1ccc[nH]1	-4	0	-2	0	-2.0	-1	8	-6	-8	-3
C=C(C)CNC(=S)N/N=C(\C)c1ccc(OC)cc1	3	-4	-1	6	-1.6	9	-12	-2	2	4
CN(Cc1cccc(F)c1)C(=O)c1cc(=O)[nH]c2ccccc12	2	0	-1	3	-0.9	-3	-6	0	0	-4
CCOc1ccccc1CN1CCNC(=O)C1CC(=O)N(C)CCc1cnn(C)c1 (centres undefined)	4	-1	-2	4	-0.3	1	-5	0	5	2
COc1ccccc1OCCNC(=O)C1CCCCC1	-1	-5	2	1	-1.8	1	-9	4	-1	-1
Nc1ccn([C@@H]2O[C@H](C(=O)NCCc3ccc(F)cc3)[C@@H](O)[C@H]2O)c(=O)n1	.	0	1	-2	-0.5	6	-1	0	-4	9
CN(C)CC1CCCCC1OC(=O)/C=C/c1ccccc1 (centres undefined)	0	0	1	-4	-1.9	0	0	0	-7	1
Cc1ccc(C)c(NC(=O)C(OC(=O)c2cnc(C)cn2)c2ccccc2)c1 (centres undefined)	0	2	2	-7	0.4	1	-7	-1	-4	-4
O=C(CCn1nnc2ccccc21)N1CCN(c2ccccc2)CC1	10	-1	-6	3	-0.2	2	-5	-4	4	5
O=C(NC1CCCC1)[C@@H]1CSC2c3ccccc3C(=O)N21 (some centres undefined)	-7	0	-1	-3	-1.5	-2	16	7	8	2
Cc1c(N=Cc2ccncc2)c(=O)n(-c2ccccc2)n1C	1	-5	0	-1	0.0	5	6	0	7	7
CCOC(=O)C1CSCCS(=O)(=O)N1Cc1ccccc1C (centres undefined)	.	-3	0	4	-0.6	3	1	3	-6	3
CCOc1ccccc1NC(=O)C(OC(=O)c1ccc(O)cc1)c1ccccc1 (centres undefined)	-64	1	1	-2	-2.2	-50	-1	-1	11	-28
NC(=O)c1ccc(NC(=O)CSc2nncn2-c2ccccc2)cc1	4	0	-1	-1	-0.8	6	8	3	5	13
Cc1c(C(=O)N2CCN(Cc3ccc4c(c3)OCO4)CC2)sc2ncnc(N3CCN(c4ccccc4)CC3)c12	-14	-3	1	2	-1.4	3	11	0	-6	16
O=S(=O)(NC1=NCCCCC1)c1cc(F)ccc1F	2	-2	-3	-1	3.4	5	-2	2	-7	1
CC(C)(C)n1cnc2cc(NC(=O)c3cccs3)ccc21	-2	3	-1	-2	0.8	-3	3	-6	8	12

Reprinted at random: 2 records from the list, in no set order.
SMILES	HTRA1 inh	LEDGF integ inh	UHRF1 binding	Tn7 DDE FP	PG9 binder	ABHD4 inh	TDP2 inh	PRMT1 FP inh	TCR CD3 inh	SIAE primary
CC(C)(C)n1cnc2cc(NC(=O)c3cccs3)ccc21	-2	3	-1	-2	0.8	-3	3	-6	8	12
CCCCNc1ccc2c(c1)C1CC2CCN1C(=O)OCc1ccccc1 (centres undefined)	1	-5	1	1	0.1	5	3	6	-7	2

Next part:
SMILES	HTRA1 inh	LEDGF integ inh	UHRF1 binding	Tn7 DDE FP	PG9 binder	ABHD4 inh	TDP2 inh	PRMT1 FP inh	TCR CD3 inh	SIAE primary
CCc1ccc2c(c1)C(=O)C[C@]1(CCC[C@H](C)C1)O2	1	-1	-2	5	-1.2	5	-5	3	6	1
N#C/C(=C\c1cccc(O)c1)C(=O)N1CCCCC1	-10	0	0	4	-1.2	4	3	-2	-6	2
C=CCn1c(COc2cccc(C)c2)nnc1SCC(=O)c1c(N)n(C)c(=O)n(C)c1=O	2	0	13	0	-0.4	1	10	3	6	-3
Cc1cc(C)n(CCC(=O)N/N=C/c2ccc(O)cc2O)n1	-2	-7	5	-8	-2.1	0	-2	-2	0	-2
CN(C)/C=C1\NC(=S)N(c2ccc(Cl)cc2)C1=O	-14	0	0	2	-0.6	3	-5	-1	7	0
COc1ccccc1C(=O)N/C(=C\c1ccccc1)C(=O)NC(Cc1ccccc1)C(=O)O (centres undefined)	1	-3	1	-1	0.3	2	-5	1	-8	1
COc1cc(SC)ccc1C(=O)NCCOc1c(C)cc(C)cc1C	-15	-2	1	-5	-0.3	-2	2	0	7	-1
c1ccc(CSc2ncnc3ccccc23)cc1	-9	8	-1	1	0.3	-7	-5	-1	-3	8
COc1cc(/C=C(\C#N)C(=O)c2c[nH]c3ccccc23)cc(OC)c1O	-2	-1	0	-4	-3.8	-9	2	7	-14	-56
COc1ccccc1N=C(C)C1=C(O)CC(c2ccccc2)CC1=O (centres undefined)	2	2	1	4	-0.8	5	-11	-4	-6	5
NCCCC[C@@H]1NC(=O)[C@H](CCC(=O)O)NC(=O)c2cc([N+](=O)[O-])cc(I)c2SC[C@@H](C(=O)NCC(N)=O)NC1=O	-3	3	19	3	-1.3	2	10	0	3	2
O=C(Nc1ccc(Cl)cc1)Nc1cccnc1	-6	0	9	-2	-2.1	-6	4	-1	-5	-1
O=C(Cn1nnc2ccccc21)Nc1ccc(Cl)cn1	3	0	-1	2	-1.7	1	-1	1	0	4
O=C(Nc1ccc2nc3n(c(=O)c2c1)CCCCC3)C(=O)N1CCN(c2ccccc2F)CC1	-2	1	-1	-1	-3.3	2	23	2	5	1
C=CCn1c(=NC(=O)c2ccccc2[N+](=O)[O-])sc2cc(S(C)(=O)=O)ccc21	-7	3	1	0	-3.5	-1	-1	-1	6	-11
CN(C)C(CNc1ncnc2ccccc12)c1c(F)cccc1Cl (centres undefined)	-4	7	2	-11	1.2	7	3	-1	-1	2
Cc1ccnc(Nc2nc(-c3ccc(O)cc3)cs2)c1	16	-3	-3	3	-0.2	8	-11	2	-5	7
COC(=O)[C@@]12CCCCN1[C@H](c1ccc(-c3ccc(Cl)c(Cl)c3)cc1)[C@H]1C(=O)N(C)C(=O)[C@H]12	-4	7	19	-6	-0.1	-6	6	1	1	-18
CCOc1ccc(NCC(=O)Nc2ccc(Cl)cc2C)cc1	0	1	-1	7	-2.0	-3	-6	5	-1	15
Cc1ccccc1CSc1nc(-c2ccccc2)cc(=O)[nH]1	7	0	-1	2	0.6	-4	-6	1	2	-1
Cc1ccc(C)c(N2CCN(C(=O)CCc3nc(-c4cccc(Br)c4)no3)CC2)c1	-8	0	0	-2	-3.5	-7	0	-1	4	-3
NC(=O)c1nsc(C(=O)N(c2ccccc2)C(C(=O)NC2CCCC2)c2cccs2)c1N (centres undefined)	-4	-2	3	0	1.0	7	13	2	1	-4
CCc1ccc2c(c1)c(N=NC1=NC(=O)CS1)c(O)n2CC	5	-2	-3	1	-1.7	10	-1	1	3	1
CCC(CO)Oc1cc(NC(=O)c2ccccc2[N+](=O)[O-])c2ncn(C(C)C)c2c1 (centres undefined)	6	1	-11	2	-1.1	2	15	0	5	-4
CC(=O)N(C)c1ccc(NC(=O)COc2ccc(Br)cc2C)cc1	-3	4	-3	1	0.8	-4	-3	-4	3	4
C=CCOc1ccc(C(=O)/C=C2/C(=O)Nc3ccccc32)cc1	-10	4	-3	-6	-2.3	8	-7	-5	2	-1
CCc1noc(C)c1C(=O)Nc1ccc(S(=O)(=O)N2CCC(C)CC2)cc1	-5	3	1	-1	-0.3	-10	9	0	0	-6
C=CCn1c(SCC(=O)NCCC2=CCCCC2)nc2ccc(Cl)cc2c1=O	-2	1	2	-2	-0.7	0	-2	2	-3	-4
CCOC(=O)C1=C(C)NC(=O)NC1c1ccc(-c2ccc(F)cc2)o1 (centres undefined)	-6	3	0	-4	0.5	1	0	8	-2	-9
O=C(COC(=O)/C=C/c1cccc(F)c1)Nc1ccccc1-c1ccccc1	8	-4	4	-1	-0.6	7	-6	4	-2	2
CCOc1ccc(-n2c(SCC(=O)Nc3cc(C)on3)nnc2-c2c[nH]c3ccccc23)cc1	-14	-2	1	-6	0.3	1	0	-2	-4	-5
COc1ccc(NC(=O)c2cc(-c3cc(F)ccc3OCC3CCCO3)n[nH]2)cc1OC (centres undefined)	.	4	-1	-1	-0.8	-21	-15	-5	-4	-7
Cc1cccc(-c2n[nH]nc2C2=CC(=O)CC(C)(C)C2)c1	6	-3	-1	4	-1.9	7	6	2	-2	2
COc1ccc(/C(C)=N/NC(=O)Cc2c(C)nc(C)[nH]c2=O)cc1	1	1	-1	-2	-0.6	3	9	0	4	3
